Screens: PubChem, Columbia University Molecular Screening Center
mHtt clearance – clearance of mutant huntingtin inclusions, primary screen, imaging, HeLa Exon1htt(103Q)mCFP, confocal imaging. AID 853, 2007. aggregate imaging; zero = plate's median compound well. hit rate 0.42% among 47,000. inhibition, % at 1.5 µM;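 active means inhibition of aggregate fluorescence above about 70%, also judged a hit by eye on the cell image, limit read from the data, passing the limit was not always enough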;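 further: cells exposed to compound for three days before fixation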
mHtt clearance grain fraction – recorded beside mHtt clearance, whose call it bears; fraction fluorescence in grains; measured here: aggregate grain fluorescence fraction; stronger effect = lower value;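 scaled fraction of total cell fluorescence in grains with unit not stated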
An asterisk follows results filed as active.

Order of results – mHtt clearance, mHtt clearance grain fraction
1	Cc1ccc(OCc2nc(-c3ccc(-n4cccc4)cc3)no2)cc1C
 : 38, 28
2	COc1ccc(NC(=O)C2CCN(C(=O)c3ccccc3)CC2)c(OC)c1
 : -4, 39
3	COc1ccc(-c2cc(C(=O)NCc3cccnc3)no2)cc1
 : -41, 29
4	CC(C)NCc1c(O)c(Br)cc2oc3c(c12)CCCC3
 : -5, 46
5	Cn1c(CCNC(=O)c2cccs2)nnc1SCC(=O)Nc1nc(-c2ccccc2)cs1
 : -4, 22
6	O=C(O/N=C1/CCCc2occc21)c1ccccc1
 : -46, 31
7	COc1ccc(-c2nc3cccc(C)n3c2NCc2ccco2)cc1OC
 : -40, 51
8	CCC(C)C(N)C(=O)NC(CCC(=O)OCc1ccccc1)C(N)=O (stereo not given)
 : -65, 63
9	Cn1nnnc1SCc1ccc(F)cc1
 : 13, 26
10	C=CCn1c(SCC(=O)Nc2ccc(NC(=O)c3ccco3)c(OC)c2)nnc1-c1ccncc1
 : 0, 43
11	CCOC(=O)N1CCN(C(=O)CCCn2c(=O)[nH]c3ccccc3c2=O)CC1
 : 5, 29
12	CC1CCN(C(=O)c2cc(F)c(F)cc2Cl)CC1
 : 5, 19
13	Nc1c(NCCCN2CCOCC2)c2ccccc2oc1=O
 : 30, 12
14	Cc1nc2ccccc2c2c1C(=O)N(C1CCCCCCC1)C2=O
 : 15, 34
15	CC(=O)N1CCN(c2ccc(NC(=O)c3ccc4c(c3)OCCO4)cc2)CC1
 : 46, 16
16	C=CCn1c(SCC(=O)Nc2ccc3c(c2)OCO3)nnc1-c1ccccc1O
 : 19, 15
17	Cc1cc(NC(=O)CSc2nc3sc(C)c(C)c3c(=O)n2C2CCCC2)no1
 : 16, 33
18	Cc1ccc(S(=O)(=O)N2CCOCC2)cc1C(=O)Nc1ccccn1
 : -12, 21
19	Cc1cccc(NC(=O)CSc2nnc(-c3cnccn3)n2Cc2ccco2)c1
 : -124, 80
20	CSc1nc(N)c(C#N)c(-c2ccc(Cl)cc2)c1C#N
 : -38, 45
21	Cn1c(=O)n(C)c2cc(CNc3ccc(N4CCOCC4)c(C(=O)O)c3)ccc21
 : -14, 22
22	Cc1ccccc1C(=O)NCCSc1ccccc1
 : -35, 27
23	CSc1nnc2c3c4c(sc3c(=O)n(-c3ccccc3)n12)CC(C)(C)OC4
 : -34, 50
24	CC(=O)NC(C)C(c1cccs1)N1CCN(c2ccccc2)CC1 (stereo not given)
 : -2, 37
25	CCC(C)NC(=O)c1csc2c1CCCCC2 (stereo not given)
 : -9, 23
26	O=C(c1c(Cl)nc2sccn12)N1CCN(c2cccc(Cl)c2)CC1
 : -145, 91
27	O=C(CC1CC2CCC1C2)NCc1cccs1 (stereo not given)
 : 12, 16
28	Cc1nc(-n2ncc(C#N)c2N)c2c3c(sc2n1)CCC3
 : 33, 14
29	COc1ccc(C2=Nc3cc(C)ccc3OC2)cc1
 : 6, 36
30	CC(=O)Nc1ccc(S(=O)(=O)N2CCN(C3CCCCCCC3)CC2)cc1
 : 27, 31
31	Cc1ccc(C)c(N2CCN(S(=O)(=O)c3ccc4c(c3)OCCO4)CC2)c1
 : 35, 12
32	CC(C)NC(=O)c1cc(-c2ccco2)on1
 : 20, 29
33	CC(C)Cc1nnc(NS(=O)(=O)Cc2ccccc2)s1
 : 12, 17
34	O=S(=O)(c1cccs1)n1cnc2ccccc21
 : 19, 32
35	CS(=O)(=O)N(CC(=O)N1CCOCC1)Cc1ccc(Cl)cc1
 : -36, 27
36	O=C(Cn1cnc2c(cnn2-c2ccccc2)c1=O)NCCc1ccccc1
 : 18, 14
37	COc1cccc(C(=O)Nc2cccc(SC)c2)c1
 : 7, 19
38	COc1ccccc1NC(=O)N1CCN(c2cccc(C(F)(F)F)c2)CC1
 : -42, 24
39	COc1ccc(CCNC(=O)C(=O)NCc2ccc(C(C)C)cc2)cc1OC
 : 36, 13
40	Cc1ccc(OCC(O)CN2CCN(CC(O)COc3ccc(C)cc3)CC2)cc1 (stereo not given)
 : 29, 24
41	O=C(CSc1nc(O)c(Cc2ccccc2)c(=O)[nH]1)Nc1ccccc1
 : 1, 16
42	CSc1nnc(Cn2c(=O)sc3ccccc32)n1CCc1ccccc1
 : -79, 93
43	Cc1noc(NS(=O)(=O)c2ccc(NC(=O)Nc3ccc(Cl)c(Cl)c3)cc2)c1C
 : -6, 20
44	CCOc1ccc(C(O)c2nccn2C)cc1 (stereo not given)
 : -32, 53
45	COc1cccc(C2/C(=C(/O)c3cnn(-c4ccccc4)c3C)C(=O)C(=O)N2CCN(C)C)c1OC (stereo not given)
 : -15, 46
46	COC(=O)c1ccccc1NC(=O)COC(C)=O
 : 11, 18
47	O/N=C1\CC/C(=N\O)c2nn(-c3ccc(Cl)cc3Cl)nc21
 : -19, 40
48	c1ccc(-n2ncc3c(NCCN4CCOCC4)ncnc32)cc1
 : 21, 24
49	Cc1occc1C(=O)NNC(=S)Nc1cccc([N+](=O)[O-])c1
 : 10, 27
50	CCOC(=O)c1c(NC(=O)CCC(=O)N2CCOCC2)sc2c1CC(C)(C)OC2
 : -30, 52

3 of the entries above in order of their number in mHtt clearance grain fraction, ascending.
| entry | structure | mHtt clearance | mHtt clearance grain fraction |
| --- | --- | --- | --- |
| 45 | COc1cccc(C2/C(=C(/O)c3cnn(-c4ccccc4)c3C)C(=O)C(=O)N2CCN(C)C)c1OC (stereo not given) | -15 | 46 |
| 50 | CCOC(=O)c1c(NC(=O)CCC(=O)N2CCOCC2)sc2c1CC(C)(C)OC2 | -30 | 52 |
| 44 | CCOc1ccc(C(O)c2nccn2C)cc1 (stereo not given) | -32 | 53 |

(list continues)
Order of results – mHtt clearance, mHtt clearance grain fraction
51	CC1=C(C(=O)Nc2ccc(C)cc2)C(c2ccco2)NC(=O)N1 (stereo not given)
 : 36, 13
52	CC1CC2=C(NC(=S)NC2c2ccc(F)cc2)/C(=C/c2ccc(F)cc2)C1 (stereo not given)
 : -42, 55
53	Cc1ccc(S(=O)(=O)N2CCOCC2)c2nsnc12
 : 33, 16
54	CCOC(=O)N1CCN(C(=O)CN(C)S(=O)(=O)c2ccc(OC)c(OC)c2)CC1
 : 39, 11
55	COC(=O)c1cc(Br)c(=O)n(CCN2CCCCC2)c1
 : -45, 26
56	CCOC(=O)N1CCN(CC(O)COCc2ccccc2)CC1 (stereo not given)
 : -18, 50
57	COC(=O)C(NC(=O)C(NC(=O)c1ccccc1)C(C)C)C(C)C (stereo not given)
 : -97, 37
58	CCOC(=O)N1CCC(N2Cc3cccc(C(=O)Nc4cc(F)ccc4F)c3C2=O)CC1
 : -36, 56
59	Cc1ccc2c(c1)N(C(=O)CCC(=O)N1CCc3ccccc3C1)CCO2
 : -59, 64
60	Clc1ccccc1CN(Cc1ccccc1)C(c1cccs1)c1nnnn1C1CCCC1 (stereo not given)
 : -88, 58
61	COc1ccc(CNC(=O)c2c(C)nc3ccccn23)cc1
 : 3, 19
62	O=S(=O)(c1ccccc1)N1CCN(c2ncnc3sc(-c4ccccc4)cc23)CC1
 : 2, 20
63	COc1ccc(OC)c(/C=C(\NC(=O)c2ccccc2)C(=O)N/N=C/c2ccc(C)s2)c1
 : -15, 38
64	NS(=O)(=O)c1ccc(S(=O)(=O)N(Cc2ccccc2F)CC2CCCO2)cc1 (stereo not given)
 : 24, 14
65	CCN(CC)S(=O)(=O)c1ccc2oc(C(=O)Nc3ccc(OC)cc3OC)c(C)c2c1
 : -47, 54
66	C[C@H](C(=O)C=[N+]=[N-])N1C(=O)c2ccccc2C1=O
 : -62, 50
67	Cc1c(NC(=O)CN2C(=O)c3ccccc3S2(=O)=O)c(=O)n(-c2ccccc2)n1C
 : -42, 26
68	Cc1ccc(N(CC(=O)Nc2ccc(C)cn2)S(=O)(=O)c2c(C)nn(C)c2C)cc1
 : -15, 40
69	C=CCOc1ccc(Cl)cc1C(=O)O
 : 7, 17
70	CCCCNC(=O)C1CC(c2c(Cl)cccc2Cl)=NO1 (stereo not given)
 : 13, 34
71	Cc1ccc2oc(=O)n(CCCOc3ccccc3)c2c1
 : -63, 50
72	CCOC(=O)Cn1cc(C(=O)OC)c2ccccc21
 : 42, 11
73	COC1(OC)C(/C=C/c2ccc(Cl)cc2)C(C#N)(C#N)C1(OC)OC (stereo not given)
 : 24, 15
74	O=C(CN1CCN(C(=O)c2cccs2)CC1)NC1CCCCC1
 : 20, 28
75	Cc1nc2ccccc2c(=O)n1NC(=O)Nc1ccccc1
 : 2, 19
76	Cc1ccc(CC2CC(=O)N(CCc3ccc4c(c3)OCO4)C2=O)cc1 (stereo not given)
 : 8, 28
77	O=c1c2ccccc2nc2n1CCCCC2
 : 2, 40
78	O=C(CSc1nnnn1-c1ccccc1)NCc1ccco1
 : 17, 16
79	O=S(=O)(NCC1CCN(S(=O)(=O)c2ccccc2)CC1)c1ccccc1
 : -21, 20
80	COC(=O)C(C)Oc1ccc2c3c(c(=O)oc2c1)CCCCC3 (stereo not given)
 : -38, 26
81	COC(=O)c1cc(OC)c(OC)cc1NC(=O)c1ccc(Br)o1
 : -54, 28
82	Cc1ccc2c(c1)nnn2C1CCN(S(C)(=O)=O)CC1
 : 8, 28
83	COc1ccc(Cn2c(N)c(C#N)c3nc4ccccc4nc32)cc1OC
 : -9, 26
84	Nc1c(C(=O)N2CCCCC2)sc(=S)n1-c1ccccc1
 : 43, 11
85	COc1ccc(OC)c(NC(=O)C2CCCN(S(=O)(=O)c3cccc4nsnc34)C2)c1 (stereo not given)
 : -2, 44
86	C=CCc1cccc2cc(C(=O)NC)c(=O)oc12
 : 51, 9.8
87	CN(CC(=O)Nc1ccc(F)c(F)c1F)c1cnccn1
 : -58, 54
88	Cn1c(=O)c2c(nc(NCc3ccc4c(c3)OCO4)n2Cc2ccccc2Cl)n(C)c1=O
 : 24, 13
89	Cc1cccc(OCCn2c(NC(=O)c3ccco3)nc3ccccc32)c1
 : -40, 23
90	CCN1CCN(CCC(=O)Nc2ccccc2OC)CC1
 : 25, 30
91	CCOc1ccc(N2C(=O)CC(Sc3nccc(C)n3)C2=O)cc1 (stereo not given)
 : -20, 24
92	CSc1nc2sc3c(c2c(=O)[nH]1)CCCC3
 : -29, 51
93	Cc1cccc(OCC(=O)Nc2ccc(S(=O)(=O)N3CCN(C)CC3)cc2)c1
 : -10, 20
94	CCOc1ccc(CCNC(=O)C2CCN(c3nnc(-n4cccc4)s3)CC2)cc1
 : -213, 141
95	COc1ccccc1N1CCN(C(=O)CSc2nc(-c3ccco3)cc(C(F)(F)F)n2)CC1
 : -20, 41
96	N=c1sccn1CC(=O)Nc1cccc2ccccc12
 : -42, 25
97	CCOc1cc(S(=O)(=O)NC2CC2)c(OCC)cc1-n1cnnn1
 : -25, 24
98	O=C(O)/C(=C1\OC(=O)c2ccccc21)c1ccccc1
 : 4, 18
99	CC(Oc1ccccc1)C(=O)N1CCCc2ccccc21 (stereo not given)
 : -15, 19
100	COc1ccccc1-n1cnc2cc(NC(C)=O)ccc21
 : 69, 5.4

The results go on.
Order of results – mHtt clearance, mHtt clearance grain fraction
101	Cc1ccc2cc3c(NC(=O)c4ccco4)nn(CC(C)C)c3nc2c1
 : 17, 32
102	CCCC(=O)Nc1nnc(CC(=O)N2CCCC2)s1
 : -37, 24
103	Cc1cccc2c(=O)cc(C)n(CC(=O)N3CCCCC3)c12
 : 21, 28
104	Cc1ccc(S(=O)(=O)NC2=NCN(CCc3ccccc3)CN2)cc1
 : -28, 49
105	CCc1cccc2c(C#N)cn(CC(=O)NCCOC)c12
 : -6, 37
106	Cc1ccc(C(=O)Nc2nc(=O)n(C(=O)c3ccccc3Cl)s2)cc1
 : 41, 12
107	CC(C)CC(=O)N(c1ccc(F)cc1)C1C=CS(=O)(=O)C1 (stereo not given)
 : 0, 37
108	Cc1ccc(S(=O)(=O)N2CCC(C(=O)OCC(=O)N3CC(=O)Nc4ccccc43)CC2)cc1
 : 0, 21
109	CCCC(=O)Nc1ccc2c(c1)C(=O)NC2=O
 : -9, 57
110	COc1ccc(S(=O)(=O)n2cnc3cc(C)c(C)cc32)cc1
 : 12, 16
111	Nc1ccn(-c2ccc(Cl)cc2)c(=O)c1
 : -1, 35
112	Cc1cc(C(=O)Nc2sc3c(c2C#N)CCC(C)C3)no1 (stereo not given)
 : -10, 21
113	C=CCSc1nnc2c(n1)OC=Nc1ccccc1-2
 : -1, 31
114	c1ccc(CCN2CN=C(Nc3nc4ccccc4o3)NC2)cc1
 : 28, 26
115	C/C(=N\N1CCN(C2c3ccccc3-c3ccccc32)CC1)c1ccncc1
 : 0, 31
116	O=C(CSc1nnc(CNc2ccc(F)cc2)n1Cc1ccccc1)NCc1ccccc1
 : -3, 19

Compounds shown so far containing a furan ring, fused or not, in the order listed:
Order of results – mHtt clearance, mHtt clearance grain fraction
4	CC(C)NCc1c(O)c(Br)cc2oc3c(c12)CCCC3
 : -5, 46
6	O=C(O/N=C1/CCCc2occc21)c1ccccc1
 : -46, 31
7	COc1ccc(-c2nc3cccc(C)n3c2NCc2ccco2)cc1OC
 : -40, 51
10	C=CCn1c(SCC(=O)Nc2ccc(NC(=O)c3ccco3)c(OC)c2)nnc1-c1ccncc1
 : 0, 43
19	Cc1cccc(NC(=O)CSc2nnc(-c3cnccn3)n2Cc2ccco2)c1
 : -124, 80
32	CC(C)NC(=O)c1cc(-c2ccco2)on1
 : 20, 29
49	Cc1occc1C(=O)NNC(=S)Nc1cccc([N+](=O)[O-])c1
 : 10, 27
51	CC1=C(C(=O)Nc2ccc(C)cc2)C(c2ccco2)NC(=O)N1 (stereo not given)
 : 36, 13
65	CCN(CC)S(=O)(=O)c1ccc2oc(C(=O)Nc3ccc(OC)cc3OC)c(C)c2c1
 : -47, 54
78	O=C(CSc1nnnn1-c1ccccc1)NCc1ccco1
 : 17, 16
81	COC(=O)c1cc(OC)c(OC)cc1NC(=O)c1ccc(Br)o1
 : -54, 28
89	Cc1cccc(OCCn2c(NC(=O)c3ccco3)nc3ccccc32)c1
 : -40, 23
95	COc1ccccc1N1CCN(C(=O)CSc2nc(-c3ccco3)cc(C(F)(F)F)n2)CC1
 : -20, 41
101	Cc1ccc2cc3c(NC(=O)c4ccco4)nn(CC(C)C)c3nc2c1
 : 17, 32

Not all compounds are listed (hit frequency here may not be typical).
